# DAGLB inhibitor: DAGLB lipase inhibitors, primary screen, biochemical, fluorescence, HTS | inhibition, % at 5.17 µM | Diacylglycerol lipase-beta (Homo sapiens), Q8NCG7 | HEK293T DAGLB membrane lysate, EnzChek fluorogenic substrate | 340,000 compounds, 0.059% hits | AID 504411, 2011; in the data active means inhibition above about 34%;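 further: 0% = enzyme with vehicle and 100% = wells lacking enzyme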
# Arrestin-AP2 inh: inhibitors of beta-arrestin/AP2 binding, primary screen, biochemical, GPCR trafficking, flow cytometry. beta-arrestin 1 C-terminal peptide binding to AP2 beta2-adaptin appendage (human). FITC-arrestin peptide / GST-AP2 beads; AP2 beta2 appendage carries R879A mutation. AID 504490, 2011. inhibition, % at 10 µM. 340,000 compounds, 0.31% hits;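 active means inhibition above a set limit, near 3 SD of compounds lacking own fluorescence, cut at about 54% in these data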;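 further: plate controls were DMSO wells for no effect and 5 µM unlabelled arrestin peptide for full effect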
#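 System: GST-AP2 R879A glutathione beads | Also added: FITC-arrestin peptide, 50 nM | Times: 12 min plus 1 h, RT | Signal: Bead flow cytometry, FITC channel | Buffer or medium: PBS with 0.05% Tween 20 and 0.1% BSA | Read-out basis: Percent drop in bead-associated FITC signal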
# Keap1-Nrf2 PPI: Keap1-Nrf2 protein-protein interaction inhibitors, primary screen, biochemical, fluorescence polarization, single point | Kelch-like ECH-associated protein 1 (Homo sapiens), Q14145 | Keap1 Kelch-Nrf2 peptide fluorescence polarization, 1536-well | 340,000 compounds, 0.15% hits | inhibition, % at 9.4 µM; in the data active means inhibition above about 12%;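 further: human Keap1 Kelch domain with fluorescein labeled Nrf2 9mer peptide probe; 0% = neutral control wells and 100% = peptide positive control; higher means more block of Keap1 binding to Nrf2 peptide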
# Pemphigus Ab inh: inhibitors of pemphigus antibody binding to DSG3, primary screen, biochemical, bead-based, flow cytometry, scFv-GFP; AID 588358, 2011; binding (percent of control), % at 10 µM; Desmoglein-3 (Homo sapiens), P32926; 310,000 compounds, 0.48% hits; DSG3-coupled beads, scFv-anti-DSG3-GFP binding; stronger effect = lower value;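 active means binding more than 3 SD below its plate's average and above zero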; further: some compounds called inactive have numbers as strong as hits
# V-ATPase pH: regulators of yeast V-ATPase proton pumping, primary screen, pHLuorin cytosolic pH fluorescence | S. cerevisiae | response, % at 10 µM | 350,000 compounds, 0.37% hits; in the data active means response mostly above about 7.3%, no sharp cut-off; inactive means mostly below about 5.4%; further: actives read high; inactives centre near 0; some compounds called inactive have numbers as strong as hits; reference of the scale not given here
# RTF Ca sens inh: cardiac RTF calcium sensitivity inhibitors, primary screen, biochemical, IANBD-TnC fluorescence, EC70 calcium. 340,000 compounds, 0.12% hits. inhibition, % at 7.15 µM. AID 493244, 2011. IANBD-labeled cardiac RTF, Ca2+ fluorescence;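 active means inhibition above the mean inhibition of all tested compounds plus 3 SD, cut at about 17% in these data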;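 further: assay run at fixed EC70 calcium of 1.6 mM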
# NSD2 HMT inh: NSD2 histone methyltransferase inhibitors, primary screen, biochemical, AlphaScreen, single concentration, set 2; Histone-lysine N-methyltransferase NSD2 (Homo sapiens), O96028; NSD2 peptide methylation, 120 min; inhibition, % at 12.5 µM; 310,000 compounds, 0.54% hits; AID 743445, 2014; in the data active means inhibition above about 50%
# Target sequence (O96028 whole entry, looked up): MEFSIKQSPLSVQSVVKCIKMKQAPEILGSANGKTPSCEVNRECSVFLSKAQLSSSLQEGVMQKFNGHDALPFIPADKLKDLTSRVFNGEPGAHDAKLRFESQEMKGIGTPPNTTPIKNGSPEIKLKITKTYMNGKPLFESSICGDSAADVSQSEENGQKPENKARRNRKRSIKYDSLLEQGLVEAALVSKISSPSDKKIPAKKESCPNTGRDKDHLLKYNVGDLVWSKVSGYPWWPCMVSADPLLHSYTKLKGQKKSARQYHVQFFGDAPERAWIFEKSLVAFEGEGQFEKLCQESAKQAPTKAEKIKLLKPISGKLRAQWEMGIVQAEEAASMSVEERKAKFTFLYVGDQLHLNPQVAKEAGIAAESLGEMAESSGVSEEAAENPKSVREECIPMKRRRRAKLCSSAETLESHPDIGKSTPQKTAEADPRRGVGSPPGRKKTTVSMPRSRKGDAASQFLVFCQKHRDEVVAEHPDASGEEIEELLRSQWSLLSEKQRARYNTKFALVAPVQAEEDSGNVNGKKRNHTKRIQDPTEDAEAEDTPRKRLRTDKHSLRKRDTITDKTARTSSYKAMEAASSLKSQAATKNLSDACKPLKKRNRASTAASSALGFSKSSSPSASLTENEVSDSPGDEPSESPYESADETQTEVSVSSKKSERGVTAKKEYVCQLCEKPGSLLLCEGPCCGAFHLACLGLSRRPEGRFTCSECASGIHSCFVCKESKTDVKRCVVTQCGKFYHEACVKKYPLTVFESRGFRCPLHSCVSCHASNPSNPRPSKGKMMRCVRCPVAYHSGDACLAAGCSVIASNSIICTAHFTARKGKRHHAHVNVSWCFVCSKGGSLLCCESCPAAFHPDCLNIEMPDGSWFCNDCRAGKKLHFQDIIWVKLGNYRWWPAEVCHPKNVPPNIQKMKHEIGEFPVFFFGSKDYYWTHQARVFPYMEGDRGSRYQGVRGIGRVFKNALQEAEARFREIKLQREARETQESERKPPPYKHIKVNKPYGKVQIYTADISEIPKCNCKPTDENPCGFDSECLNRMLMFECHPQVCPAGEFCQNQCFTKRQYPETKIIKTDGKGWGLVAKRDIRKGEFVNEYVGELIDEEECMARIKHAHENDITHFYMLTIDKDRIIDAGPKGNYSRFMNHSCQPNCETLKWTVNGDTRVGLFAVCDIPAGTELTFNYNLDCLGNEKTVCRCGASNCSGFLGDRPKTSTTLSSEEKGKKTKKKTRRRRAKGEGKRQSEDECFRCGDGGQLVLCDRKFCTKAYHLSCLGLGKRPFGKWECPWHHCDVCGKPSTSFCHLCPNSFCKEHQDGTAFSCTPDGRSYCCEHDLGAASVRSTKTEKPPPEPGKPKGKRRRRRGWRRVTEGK
# CAL PDZ FP-1: CAL PDZ peptide-binding inhibitors, primary screen, biochemical, fluorescence polarization, Cer-tagged CAL PDZ, HTS; AID 504414, 2011; purified CAL PDZ, TMR-peptide fluorescence polarization, 1 h; inhibition, % at 20 µM; Golgi-associated PDZ and coiled-coil motif-containing protein (Homo sapiens), Q9HD26; 330,000 compounds, 0.02% hits;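 active means highest replicate inhibition of at least 40%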;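 further: plate controls were DMSO neutral control wells for no effect and unlabeled competitor peptide control wells for full effect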
#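 Material: tagged CAL PDZ domain; buffer or medium: 25 mM sodium phosphate pH 7.4, 150 mM NaCl, TCEP, IgG, Thesit; compound dosing: single point, 20 µM; schedule: 1 h incubation at room temperature before polarization reading; measured by: FP readout, S and P plane fluorescence; read-out basis: percent inhibition from loss of millipolarization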
# LANA DNA inh: inhibitors of KSHV C-LANA binding to DNA, primary screen, biochemical, fluorescence polarization, FAM-LBS DNA, MBP-C-LANA, single point; inhibition, % at 9 µM; AID 504423, 2011; 340,000 compounds, 0.078% hits;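 active means highest replicate inhibition at or above 60% at 9 µM, even if other replicates fall short; inactive means all replicates below 60% inhibition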;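 further: 0% = neutral control wells and 100% = 4 µM acridine orange control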
# CAL PDZ FP-2: untagged CAL PDZ binding inhibitors, primary screen, biochemical, fluorescence polarization, HTS. purified CAL PDZ, TMR-peptide fluorescence polarization, 1 h. inhibition, % at 24.9 µM. 300,000 compounds, 0.92% hits. AID 602252, 2012;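 active means mean inhibition of at least 30% with at least half of replicates also reaching 30%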;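 further: 0% = DMSO neutral control and 100% = excess unlabeled competitor peptide PRC23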
# The depositor's hits bear a star; . = no result given.
SMILES,DAGLB inhibitor,Arrestin-AP2 inh,Keap1-Nrf2 PPI,Pemphigus Ab inh,V-ATPase pH,RTF Ca sens inh,NSD2 HMT inh,CAL PDZ FP-1,LANA DNA inh,CAL PDZ FP-2
O=C(c1nn2c(C(F)(F)F)cc(-c3cccs3)nc2c1Br)N1CCCc2ccccc21,-7.9,15.3,-5.3,97.0,9.3,-0.1,.,-0.9,0.9,-4.6
CCC(Oc1ccccc1F)C(=O)Nc1ccc2c(c1)n(C)c(=O)n2C (centres undefined),-1.8,8.3,-1.0,91.5,-2.4,-3.8,-0.8,-1.1,1.3,-4.7
Cc1ccc(C2OC(=O)C=C2c2ccccc2)cc1 (centres undefined),-1.8,-7.1,-2.9,105.3,-1.2,9.6,.,2.4,0.5,6.3
CC1CN(C(=O)/C=C/c2ccccc2[N+](=O)[O-])CC(C)O1 (centres undefined),-1.2,-5.8,0.6,107.7,-2.2,8.6,-0.6,-0.7,0.5,-4.1
CCOc1ccc(C(CC(=O)O)NC(=O)c2ccco2)cc1 (centres undefined),-1.9,-5.4,-1.2,98.6,-1.2,-5.4,5.1,-1.1,-0.7,-1.2
CC(C)(C)OC(=O)NCCCC[C@H](NC(=O)c1nc[nH]c1C(=O)N1CCN(C(=O)OC(C)(C)C)CC1)C(=O)OC(C)(C)C,-1.8,-2.6,-3.9,95.4,3.8,-23.8,.,0.2,1.4,-1.4
Cc1noc(NC(=O)c2ccc(Cl)cc2)c1Cl,-1.0,-16.3,-6.2,104.1,-0.7,-8.5,0.8,-0.6,1.6,.
O=[N+]([O-])c1cccc(-c2nc(NCc3ccccc3)c3ccccc3n2)c1,-5.1,4.4,-1.9,81.0,-1.6,-8.0,-2.3,-2.3,-1.4,-1.0
CCOC(=O)N1CCN(S(=O)(=O)c2ccc(OC)c(Cl)c2Cl)CC1,-2.2,4.2,-1.2,93.9,-3.7,0.0,-0.7,-0.7,0.2,0.2
COc1cccc(N=Cc2nc(-c3ccccc3)oc2OC(C)=O)c1,-0.5,-6.5,-61.6,111.4,1.0,-0.1,3.0,0.0,0.3,.
CN(Cc1ccccc1)C(=O)CSc1n[nH]c(N)n1,-2.6,11.3,-0.5,117.5,0.8,-5.5,0.4,1.1,-0.4,.
CC(=O)N1CCN(c2ccc(Nc3nc(C)nc4c3oc3ccccc34)cc2)CC1,-0.3,4.9,-4.6,108.5,0.2,-5.0,2.6,-1.3,0.2,-0.1
O=C1CC(N2CCN(C/C=C/c3ccccc3)CC2)C(=O)N1CCc1ccccc1 (centres undefined),-1.5,-9.6,-1.7,108.0,-3.4,-1.5,0.8,-2.2,-1.0,-2.5
O=C(Nc1cccc(C(F)(F)F)c1)c1cccc(NS(=O)(=O)c2ccc(Br)c(C(=O)O)c2)c1,2.3,-6.5,2.5,.,3.0,-8.8,-4.0,-0.1,-0.2,-5.1
CCN(CC)c1nc(N)nc(N(c2ccccc2)c2ccccc2)n1,-3.0,-9.4,-1.2,103.4,-3.2,-6.8,.,-0.3,0.3,.
CCN1CCN(Cc2c(O)ccc3c2O/C(=C\c2ccc(C)cc2)C3=O)CC1,-3.3,-2.1,-20.8,110.2,1.1,-32.3,1.3,-0.8,11.0,2.6
O=C(O)CCN1C(=O)c2ccc(Oc3ccc([N+](=O)[O-])cc3)cc2C1=O,-2.2,47.3,2.5,119.7,-0.6,6.8,-0.3,0.4,0.8,-2.9
COc1ccc2[nH]c(=O)c(-c3nnn(-c4ccccc4)n3)cc2c1,-3.2,6.1,-2.4,101.3,2.6,-7.4,.,-1.5,0.8,0.9
Cc1ccc(N(CC(=O)NCCc2ccc(Cl)cc2)S(=O)(=O)c2c(C)noc2C)cc1,-11.8,-21.1,-3.4,123.6,-0.4,-8.2,6.1,-2.1,-0.9,-2.1
c1ccc(-c2nc(NCc3cccnc3)c3oc4ccccc4c3n2)cc1,-2.0,-9.3,2.6,97.8,1.9,-0.8,3.5,-2.6,-2.4,-5.7
NC(=O)N/N=C\c1cc(Br)ccc1O,3.5,-2.6,-7.7,93.0,-1.4,-0.9,0.5,-1.2,-1.4,-1.3
COc1cc(NC(=O)c2cccs2)c(C(=O)OCC(=O)NC(C)c2ccccc2)cc1OC (centres undefined),-3.2,1.2,-5.2,110.0,4.8,3.8,-0.5,-2.7,0.4,-2.4
CCC(=O)c1ccc(OC(=O)c2cnccn2)cc1,0.2,17.7,-3.0,95.7,-0.5,-7.3,1.6,-1.0,-0.4,-5.3
COc1ccc(CCNC(=S)N2CCC(C(=O)c3ccc(F)cc3)CC2)cc1OC,-2.3,-9.7,3.8,100.1,-0.4,-4.0,-1.0,-5.9,1.0,-3.8

# Part of the list above with just DAGLB inhibitor:
SMILES | DAGLB inhibitor
CCN(CC)c1nc(N)nc(N(c2ccccc2)c2ccccc2)n1 | -3.0
CCN1CCN(Cc2c(O)ccc3c2O/C(=C\c2ccc(C)cc2)C3=O)CC1 | -3.3
O=C(O)CCN1C(=O)c2ccc(Oc3ccc([N+](=O)[O-])cc3)cc2C1=O | -2.2
COc1ccc2[nH]c(=O)c(-c3nnn(-c4ccccc4)n3)cc2c1 | -3.2

# Next records follow.
SMILES,DAGLB inhibitor,Arrestin-AP2 inh,Keap1-Nrf2 PPI,Pemphigus Ab inh,V-ATPase pH,RTF Ca sens inh,NSD2 HMT inh,CAL PDZ FP-1,LANA DNA inh,CAL PDZ FP-2
Nc1nc2ccccc2[nH]1,-0.6,19.9,2.1,93.5,-3.2,3.2,-1.8,-0.7,-1.3,-23.9
O=C(Nc1ccc(Oc2ccc(NC(=O)Nc3ccccc3Cl)cc2)cc1)Nc1ccccc1Cl,-0.6,-3.5,-5.6,95.3,4.2,-1.4,-0.1,0.0,1.4,-4.1
Cc1ccc(S(=O)(=O)CCC(=O)NCCN2C(=O)S/C(=C/c3ccc(F)cc3)C2=O)cc1,1.3,2.3,-3.8,105.9,2.4,3.7,0.1,-1.2,-0.1,0.3
O=C(Nc1ccc(NC(=O)c2cccs2)cn1)c1ccco1,1.4,5.9,-5.3,100.3,3.3,-9.0,9.0,-2.4,1.3,-6.3
Cc1ccc(-c2cc(C(=O)N3CCCc4ccccc43)no2)cc1,-9.4,14.5,-1.3,103.0,-2.1,-7.3,-3.9,-0.9,0.2,-5.7
Cc1ccc(CNCc2ccc3c(c2)OCO3)cc1,-3.0,-9.7,-5.8,98.3,-0.5,-2.8,0.2,0.2,-1.3,.
COC(=O)c1cccc(NC(=O)CN2CCOCC2)c1,1.8,10.0,-0.5,96.8,1.6,-18.8,0.2,-0.8,0.1,-5.5
CN(C)c1ccc(CN(C(=O)c2ccc(Cl)c([N+](=O)[O-])c2)C2CCS(=O)(=O)C2)cc1 (centres undefined),0.7,2.3,-2.7,.,0.3,1.4,3.5,-1.2,-0.1,-6.4
COc1ccc(NC(=O)C2CCCN(C(=O)NC3CCCCC3)C2)cc1OC (centres undefined),-0.8,2.1,1.3,98.3,-4.3,-0.7,-1.1,-1.7,-2.4,0.5
CCOc1ccc(NC(=O)CSc2nnc(-c3ccccn3)n2N)cc1,-1.8,14.9,-0.6,93.4,-1.8,-9.7,-2.8,-0.4,0.3,-1.7
CC(C)(C)c1cc(CN2CCCC(O)C2)c(O)c(C(C)(C)C)c1 (centres undefined),-5.0,-2.5,4.9,101.3,-0.9,-9.6,9.9,-0.2,0.9,.
COC(=O)CSc1nnc(-c2ccc(S(=O)(=O)N3CCCC3)cc2)n1C,-2.0,2.1,1.5,103.9,-1.2,0.0,-0.6,-0.6,0.0,0.6
COCCCNc1oc(/C=C/c2ccccc2)nc1C#N,-1.0,-2.7,-1.6,105.5,-4.3,-5.6,-2.7,-2.0,1.5,5.8
COc1cccc(NC(=O)C(c2ccccc2)N2CCN(c3ccccn3)CC2)c1 (centres undefined),-0.9,16.4,-0.5,104.5,0.2,2.7,0.3,-2.6,1.6,1.8
CC(C)n1c(O)c(/C=C2\C=Nc3ccccc32)sc1=Nc1ccccc1,-3.9,28.5,-3.2,109.0,-0.7,-7.1,-0.9,-2.3,-0.9,-1.6
COc1cccc(N2CCN(C3CC(=O)N(c4ccc(Cl)c(Cl)c4)C3=O)CC2)c1 (centres undefined),0.6,-5.0,2.6,.,3.0,8.7,-0.4,-1.0,0.2,-1.0
COc1cccc(-c2nn(-c3ccccc3)cc2/C=C(/NC(=O)c2ccccc2)C(=O)O)c1,4.6,1.5,-3.5,93.5,0.8,-7.2,.,-2.5,-0.9,4.9
O=C(/C=C/c1ccccc1)Oc1cccc2cccnc12,-1.8,-3.9,-0.7,114.1,-3.3,3.2,-3.0,0.3,-0.8,-0.1
N=c1n(CCCOc2ccccc2Cl)c2ccccc2n1CC(N)=O,0.7,32.0,-0.5,101.5,-3.3,3.2,.,-2.1,1.2,1.4
O=C(NCc1ccco1)c1ccccc1NS(=O)(=O)c1ccc(Br)s1,5.1,1.7,-1.9,105.8,-1.1,-0.9,4.9,-0.7,2.2,.
COc1cc2c(cc1OC)C(c1cc3cc(OC)c(OC)cc3[nH]c1=O)N(C(=O)C1CC1)CC2 (centres undefined),1.1,10.9,-5.5,99.9,0.3,5.0,.,-1.0,-0.6,-2.9
O=C(Oc1cccc(C(=S)N2CCOCC2)c1)c1cccc([N+](=O)[O-])c1,-1.3,-7.3,-3.7,99.5,-3.5,-2.8,-0.6,0.0,2.5,-6.1
CCNC(=S)NNC(=O)CSc1nc2ccccc2n1C,-1.5,-1.5,0.5,.,2.4,-0.2,-0.8,-0.2,1.7,6.2
CCCn1nc(NC(=O)c2ccco2)c2cc3cc(C)ccc3nc21,1.2,34.5,-4.5,92.9,-1.6,-3.9,-10.5,-2.5,1.6,.

# Compound activity from PubChem BioAssay.

# Some of the compounds tested, so the mix of outcomes need not match the whole.
